Screens deposited in PubChem BioAssay by several laboratories.
HGIII-sPLA2 inh: human group III sPLA2 inhibitors, primary screen, biochemical, QFRET, BODIPY PC-A2 liposome substrate. Group 3 secretory phospholipase A2 (Homo sapiens), Q9NZ20. QFRET BODIPY PC-A2 liposome hydrolysis, fluorescence. inhibition, % at 12.2 µM. actives 0.56% (n = 370,000). AID 743126, 2013;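 active means inhibition above mean plus 3 SD of compounds lying within the high and low control bounds, cut at about 19% in these data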;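 further: 0% = median of test compound wells and 100% = no enzyme DMSO wells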
PLC-beta3 inh: human PLC-beta3 inhibitors, primary screen, biochemical, fluorescence; Purified PLC-beta3, fluorogenic substrate; inhibition, % at 12.2 µM; actives 0.18% (n = 370,000); AID 720704, 2013; in the data active means inhibition above about 11%;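 further: 0% = median of compound wells on plate and 100% = full blocker control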
PLC-gamma1 inh: PLC-gamma1 enzyme inhibitors, primary screen, biochemical, fluorescence, purified enzyme; 1-phosphatidylinositol 4,5-bisphosphate phosphodiesterase gamma-1 (Homo sapiens), P19174; fluorogenic substrate; inhibition, % at 12.2 µM; actives 0.84% (n = 370,000); AID 720700, 2013; in the data active means inhibition above about 9.5%
Target sequence (P19174 whole entry, looked up): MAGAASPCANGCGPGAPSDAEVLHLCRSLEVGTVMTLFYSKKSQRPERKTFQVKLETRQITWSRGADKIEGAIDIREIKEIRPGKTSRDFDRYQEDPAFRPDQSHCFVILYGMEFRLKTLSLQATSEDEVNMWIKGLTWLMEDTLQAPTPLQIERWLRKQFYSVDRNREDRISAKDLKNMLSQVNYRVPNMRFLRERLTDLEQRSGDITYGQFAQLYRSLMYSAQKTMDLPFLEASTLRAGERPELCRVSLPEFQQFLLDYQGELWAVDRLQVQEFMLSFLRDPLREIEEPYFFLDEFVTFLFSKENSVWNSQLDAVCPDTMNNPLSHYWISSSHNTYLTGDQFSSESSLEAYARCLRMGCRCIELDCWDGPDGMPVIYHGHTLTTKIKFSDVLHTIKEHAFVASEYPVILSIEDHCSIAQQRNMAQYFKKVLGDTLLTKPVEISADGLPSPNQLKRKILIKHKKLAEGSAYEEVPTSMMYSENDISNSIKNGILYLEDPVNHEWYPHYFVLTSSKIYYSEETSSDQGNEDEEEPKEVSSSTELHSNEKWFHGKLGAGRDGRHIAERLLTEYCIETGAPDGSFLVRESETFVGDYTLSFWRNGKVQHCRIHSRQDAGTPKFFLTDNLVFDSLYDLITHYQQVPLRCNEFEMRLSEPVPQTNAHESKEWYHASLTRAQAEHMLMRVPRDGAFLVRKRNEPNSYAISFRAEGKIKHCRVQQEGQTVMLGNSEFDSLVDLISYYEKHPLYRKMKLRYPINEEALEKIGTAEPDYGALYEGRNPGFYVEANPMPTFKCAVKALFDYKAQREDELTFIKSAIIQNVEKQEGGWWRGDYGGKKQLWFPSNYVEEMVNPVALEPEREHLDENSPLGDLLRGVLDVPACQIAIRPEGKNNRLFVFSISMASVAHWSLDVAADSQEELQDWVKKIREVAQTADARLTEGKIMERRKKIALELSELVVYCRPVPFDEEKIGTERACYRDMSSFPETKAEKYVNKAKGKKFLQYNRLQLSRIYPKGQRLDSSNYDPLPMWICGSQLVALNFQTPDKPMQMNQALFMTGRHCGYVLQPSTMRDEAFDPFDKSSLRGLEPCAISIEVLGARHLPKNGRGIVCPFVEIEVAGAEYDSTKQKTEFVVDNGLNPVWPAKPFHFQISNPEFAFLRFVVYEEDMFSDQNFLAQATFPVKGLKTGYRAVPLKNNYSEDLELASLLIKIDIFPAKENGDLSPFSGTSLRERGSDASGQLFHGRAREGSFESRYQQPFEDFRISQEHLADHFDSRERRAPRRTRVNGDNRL
DDE Tn7 FP inh: inhibitors of Tn7 peptide binding to fibrin DD(E), primary screen, biochemical, fluorescence polarization, human fibrin, Tn7 probe. Fibrinogen beta chain (Homo sapiens), P02675. FP displacement of FITC-Tn7 peptide from fibrin DD(E); 0% = median of compound wells per plate. inhibition, % at 8.3 µM. actives 0.13% (n = 370,000);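 active means inhibition above the mean of compounds falling within the control limits plus 3 SD of them, cut at about 14% in these data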;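 further: 0% = plate median of compound wells and 100% = 10 µM Aha-Tn7 peptide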
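system = human fibrin DD(E) protein | quantity = DD(E) 2 µM final | medium = Tris/NaCl/CaCl2 buffer, pH 7.8 | also added = labelled Tn7 tracer, 0.1 µM | compound dosing = single point at 8.3 µM | timing = compound with protein 10 min, then 3 h after probe, room temperature | signal = FP measurement | benchmarks = Aha-Tn7 high control | repeats = one replicate per compound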
ASAP1 inh: inhibitors of human ASAP1 ArfGAP activity, primary screen, biochemical, fluorescence polarization; ASAP1-stimulated ARF1 GTP hydrolysis, GDP FP detection; actives 0.19% (n = 360,000); Arf-GAP with SH3 domain, ANK repeat and PH domain-containing protein 1 (Homo sapiens), …; AID 624377, 2012; inhibition, % at 16.5 µM; in the data active means inhibition above about 25%;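 further: 0% = vehicle with enzyme and substrate and 100% = no enzyme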
DDE Tn6 FP inh: inhibitors of Tn6 peptide binding to fibrin DD(E), primary screen, biochemical, fluorescence polarization, human fibrin, Tn6 probe. Fibrin DD(E) TRITC-Tn6 fluorescence polarization displacement. inhibition, % at 8.3 µM. Fibrinogen beta chain (Homo sapiens), P02675. actives 0.21% (n = 370,000);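 active means inhibition above a per-campaign cutoff: mean of compounds within control limits plus 3 SD, cut at about 15% in these data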;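 further: 0% = median of all compound wells on the plate and 100% = blocking peptide control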
UHRF1 MBD2 ctr: UHRF1 methylated DNA binding inhibitors, primary screen, counter-screen for MBD2 inhibitor project, biochemical, TR-FRET, human UHRF1, single concentration; E3 ubiquitin-protein ligase UHRF1 (Homo sapiens), Q96T88; UHRF1 binding to methylated oligo; inhibition, % at 4.4 µM; actives 0.75% (n = 370,000); AID 687016, 2013; in the data active means inhibition above about 21%;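 further: UHRF1 SRA domain binding a hemimethylated CpG hairpin DNA probe; 0% = median of test compound wells and 100% = reference inhibitor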
ARFGAP1 inh: inhibitors of rat ARFGAP1 GAP activity, primary screen, biochemical, fluorescence polarization, GDP tracer; ADP-ribosylation factor GTPase-activating protein 1 (Rattus norvegicus), Q62848; Arfgap1-stimulated ARF1 GTP hydrolysis, GDP FP detection; actives 0.26% (n = 360,000); inhibition, % at 16.5 µM;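 active means inhibition above a per-plate limit, mean inhibition of low control wells plus 3 SD, cut at about 25% in these data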;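 further: 0% = DMSO wells with enzyme and 100% = wells lacking Arfgap1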
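Replicates: Single well per compound | Assay system: Truncated rat Arfgap1 GAP domain | Control set: No-Arfgap1 wells (100%) versus DMSO full-reaction wells (0%) | Times: Enzyme reaction 120 min at 25 °C after 20 min preincubation | Reagent: Human ARF1(Δ1-17)-GTP substrate | Measured by: Tracer-displacement fluorescence polarization with EDTA stop, 620/688 nm | Measure: Percent inhibition of Arfgap1-stimulated GTP hydrolysis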
Rev-erbA mod: modulators of Rev-erb alpha DNA binding, primary screen, biochemical, FITC-DNA, fluorescence polarization, uHTS; Nuclear receptor subfamily 1 group D member 1 (Homo sapiens), P20393; Rev-erbα–FITC-DNA binding, 90 min; activity, % at 10 µM; actives 0.79% (n = 370,000); AID 1259318, 2017;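 active means activity above about 14%, limit read from the data; passing the limit was not always enough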;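 further: 0% = DMSO wells with 35 nM protein and 100% = DMSO wells with 750 nM protein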
proKLK7 act: proKLK7 zymogen activators, primary screen, biochemical, fluorescence intensity; AID 652039, 2013; Kallikrein-7 (Homo sapiens), P49862; purified proKLK7, EDANS-DABCYL substrate fluorescence; 100% is mature enzyme control, 0% vehicle; actives 0.9% (n = 370,000); activation, % at 7 µM;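 active means activation above the mean of all tested compounds plus 3 SD, computed per campaign excluding outliers beyond control limits, cut at about 13% in these data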
The depositor's hits bear a star; . = no result given. Not a hit list. About 4.5% of those tested had a hit in this group.

SMILES | HGIII-sPLA2 inh | PLC-beta3 inh | PLC-gamma1 inh | DDE Tn7 FP inh | ASAP1 inh | DDE Tn6 FP inh | UHRF1 MBD2 ctr | ARFGAP1 inh | Rev-erbA mod | proKLK7 act
O=C(OCc1ccc(Cl)cc1)c1ccccc1C(=O)c1ccccc1 | -6 | -1 | 0 | 5 | 5 | -4 | -3 | 6 | 5 | 0.2
Cc1ccc(N2CC(C(=O)Nc3ccccc3C(=O)N3CCOCC3)CC2=O)cc1 (stereo not given) | 4 | -8 | 2 | -1 | 2 | -4 | 3 | 3 | 4 | 0.7
CCS(=O)(=O)N1Cc2ccccc2CC1C(=O)Nc1cccc(C)c1 (stereo not given) | 0 | -1 | -4 | 2 | 11 | -6 | 50* | 1 | -1 | -0.6
CCOC(=O)CC[C@@]1(C(=O)OCC)C[C@@H](CC(=O)NCc2ccc(OC)c(OC)c2)C(=O)N2CCCC=C21 | -1 | 0 | -1 | 2 | . | 0 | -2 | . | 5 | -0.2
CCCc1nc2c(sc3nc4c(cc32)COC(C)(C)C4)c(=O)n1Cc1ccco1 | -9 | -5 | -4 | 1 | 11 | -9 | 0 | -1 | -3 | 0.0
CCOC(=O)C1CCN(C(=O)CCc2nnc3ccc(NCCCN4CCCC4=O)nn23)CC1 | -3 | -10 | -4 | 2 | -4 | 8 | -2 | 3 | 6 | 0.6
CCCc1nnc(NC(=O)c2nc(S(=O)(=O)Cc3cccc(C)c3)ncc2Cl)s1 | -10 | -10 | -7 | 5 | 7 | 2 | -1 | -10 | 0 | 0.5
C/C(=N\NC(N)=S)c1ccccc1 | 4 | -5 | 1 | -3 | 13 | 2 | -2 | 9 | 6 | 0.3
Cc1cccc(C(=O)Nc2c(C#N)c(C)c(C)n2Cc2ccccc2)c1 | -8 | -1 | 1 | -3 | 9 | 14 | -2 | 2 | -7 | 0.9
Nc1nc(-c2ccccc2)c(-c2ccccc2)n1N | -2 | -14 | -2 | -2 | 6 | 7 | -9 | -18 | 6 | -1.1
O=C(NCCc1c[nH]c2ccccc12)c1c(Cl)nc2sccn12 | -25 | 2 | 1 | -2 | -9 | -1 | 4 | 4 | -8 | 0.3
COc1cc2c(cc1OC)CN(C(=O)c1cc(Cl)nc(Cl)c1)CC2 | 7 | -11 | -8 | 2 | 12 | 8 | -3 | -4 | -2 | -0.3
C/C=C/c1cccc(-c2nc(C(=O)NC3CCCC3)cc3c2[C@@H](CCO)N(S(=O)C(C)(C)C)C3)c1 (stereo not given in full) | -20 | -25 | -15 | -1 | -7 | 1 | -5 | -7 | -6 | -0.2
CC(Oc1ccc2c3c(c(=O)oc2c1)CCCC3)C(=O)NCCCn1ccnc1 (stereo not given) | 1 | -26 | -13 | -4 | -9 | -1 | -2 | -3 | -1 | -0.5
CC(=O)c1ccc(S(=O)(=O)NCCC(=O)OCC(=O)N2CCCC2=O)cc1 | -4 | 2 | 2 | 0 | 15 | -4 | 0 | -9 | -1 | -0.4
O=C(NCCCC(NC(=O)OCc1ccccc1)C(=O)O)OCc1ccccc1 (stereo not given) | 14 | -7 | -3 | 0 | -3 | 4 | 2 | 19 | -3 | -0.3
CC1=NOC(=O)/C1=C\c1ccc(-c2ccc(Br)cc2C(=O)O)o1 | 3 | -12 | -8 | -3 | -3 | -5 | 5 | -4 | 3 | -0.2
CC(=O)c1c(Cl)nc2ccc(Br)cc2c1-c1ccccc1 | 9 | 0 | 5 | 4 | 9 | -3 | 2 | 6 | 7 | 0.3
Cc1ccc(SCC(=O)NC2CC3CCC(C2)N3C)cc1 (stereo not given) | 19 | 0 | 1 | -4 | -7 | -6 | 4 | 6 | -1 | 0.1
O=C(Nc1ccccc1)c1cnc(-c2ccccc2)nc1-c1ccccc1 | -6 | 5 | 2 | -3 | -4 | -3 | 2 | 11 | 2 | -0.1
C[C@H]1CCCCO[C@H](CN(C)CC2CCCCC2)[C@@H](C)CN([C@@H](C)CO)C(=O)c2cc(NS(=O)(=O)c3ccccc3)ccc2O1 | -8 | 0 | 0 | -7 | 4 | 0 | 2 | 7 | -5 | 0.0
O=C(c1ccco1)N1CCN(C(=O)c2cnn(-c3ccc(Cl)cc3)c2C2CCNCC2)CC1 | 1 | -8 | 1 | -4 | 4 | 5 | -2 | 7 | -1 | 0.1
Cn1cc([C@]2(O)C(=O)Nc3ccc(F)cc32)c2ccccc21 | 3 | -1 | 3 | 5 | 11 | -2 | 2 | 3 | 2 | 0.0
CC(C)(C)OC(=O)NCCCC[C@H](NC(=O)c1nc[nH]c1C(=O)NCC(=O)OCc1ccccc1)C(=O)OC(C)(C)C | -20 | 1 | 3 | 5 | 4 | -2 | -2 | 4 | 8 | 0.4
COc1cccc(NC(=O)Nc2ccc3c(c2)CCC3)c1 | -20 | -5 | 2 | -5 | 6 | -16 | 2 | 13 | -1 | 0.5
CCc1ccc(-c2nc(SCC(=O)NC3CCS(=O)(=O)C3)n[nH]2)cc1 (stereo not given) | -8 | -1 | 3 | 0 | -9 | -1 | -3 | 4 | -1 | 0.2
Cc1ccc(OCCC(=O)OCC(=O)NC(=O)NC2CCCCC2)cc1 | -11 | -10 | 1 | -3 | 0 | -6 | 3 | 17 | 6 | 0.3
CCOC(=O)CCNc1n[nH]c(=O)[nH]c1=O | -3 | 3 | 5 | 6 | -4 | 0 | 2 | -7 | -4 | 0.0
O=c1[nH]c2cc3c(cc2cc1CN(Cc1ccc2c(c1)OCO2)Cc1nnnn1CC1CCCO1)OCO3 (stereo not given) | 0 | -44 | -26 | 1 | 12 | 3 | 1 | 12 | -3 | 2.4
CC(=O)c1cc(F)ccc1OCC(=O)N1CCCc2ccccc21 | -4 | -6 | -3 | 0 | -10 | 4 | 2 | -2 | 0 | 0.4
CC12c3ccccc3C(c3ccccc31)C1C(=O)N(Cc3cccnc3)C(=O)C12 (stereo not given) | -3 | 1 | 1 | -5 | 14 | -6 | 1 | 4 | 5 | 0.6
O=C(O)COCC(=O)Nc1ccc(-n2nc(C(F)(F)F)cc2-c2cccs2)cc1 | -4 | -11 | -4 | 6 | 8 | 4 | 0 | 0 | 1 | -0.1
CC(=O)N/C(=C/c1cccnc1)C(=O)Nc1ccc(Cl)cc1 | 2 | 4 | 1 | -6 | 3 | 0 | -2 | 4 | -4 | 0.0
CCCC(=O)Nc1ccc(C#Cc2ccccc2)cc1 | -8 | 2 | 3 | -4 | -6 | 5 | 0 | 8 | 5 | 0.1
O=C1OC2(CCCC2)OC(=O)C1=Cc1c[nH]c2ccccc12 | -1 | 4 | 2 | 3 | -10 | 1 | -1 | 2 | -1 | 0.2
O=C(COC(=O)c1nc(Cl)ccc1Cl)NC1CCCCCC1 | -1 | -7 | -2 | 4 | 5 | 5 | 1 | -9 | -3 | 0.4
CCCCc1c(O)nc(SCC(=O)N2CCCCC2)n(-c2ccccc2C)c1=O | 5 | 1 | 0 | 1 | 3 | 5 | -2 | 7 | -1 | -0.4
COc1ccc(N2CCN(c3ncccn3)CC2)cc1 | 4 | 6 | 8 | -4 | -6 | -8 | -2 | -3 | -6 | -0.4
CN(CCc1ccccc1)C(=O)CCc1nnc(Cc2ccc3c(c2)OCO3)o1 | -2 | -8 | -1 | -1 | -8 | 0 | -3 | 10 | 2 | -0.2
CC(C)CN1C(=O)C(=O)N(CC(=O)Nc2cc(Cl)ccc2Oc2ccccc2)C1=O | -21 | 3 | 20* | -1 | -2 | -21 | 2 | -2 | 5 | -0.1
CCOC(=O)CCCCCC(=O)Nc1ccc2c(c1)C(=O)N([C@H](C)CO)C[C@H](C)[C@H](CN(C)C(=O)C1CCCCC1)OCCCC[C@@H](C)O2 | -3 | 0 | 1 | -1 | 7 | 5 | -3 | 0 | 4 | -0.9
Cc1ccc(S(=O)(=O)NCc2ccc(C(=O)N3CCCC3)cc2)cc1 | 2 | -3 | -1 | 2 | 4 | 0 | 0 | 6 | 3 | 0.1
COc1ccc(/C=C(/NC(=O)c2cccs2)C(=O)N2CCOCC2)cc1OC | 11 | -4 | 0 | -6 | -4 | 5 | 17 | 5 | -3 | 0.3
COc1cccc(N2CCN(C(=S)NCCc3ccccc3)CC2)c1 | 3 | -1 | -1 | 3 | 8 | 4 | 2 | 14 | -4 | -0.5
Cc1cc2n(n1)C(c1ccc3c(c1)OCO3)Nc1ccccc1-2 (stereo not given) | -2 | -51 | -35 | 3 | 8 | 1 | 1 | -4 | 0 | 0.2
COC(=O)[C@@H](Cc1ccccc1)N(Cc1ccccc1)S(=O)(=O)N(Cc1ccccc1)[C@H](Cc1ccccc1)C(=O)OC | 2 | -1 | -1 | 11 | 18 | -2 | 1 | 15 | -2 | 0.4
COc1ccccc1NC(=O)c1ccc2nc(-c3ccccc3)c(-c3ccccc3)nc2c1 | -1 | 2 | -2 | -1 | -5 | 3 | -2 | 1 | 1 | 1.6
O=C(CSc1nnc(Cc2ccccc2)o1)NC1CC2CCC1C2 (stereo not given) | 0 | 3 | 2 | 7 | -4 | -4 | 0 | -11 | -3 | 0.6
O=C(C[C@H]1CC[C@@H]2[C@H](COC[C@H](O)CN2Cc2cccc(F)c2)O1)NCc1cccc(F)c1 | -1 | 5 | 1 | -3 | 7 | 1 | 0 | -1 | 4 | 0.2
COCCCNC(=O)c1c[nH]c2ccc(S(=O)(=O)N(C)c3ccccc3C)cc2c1=O | -14 | -5 | 2 | 1 | 3 | -8 | -1 | -7 | 1 | -7.5
CC(C)[C@H](NC(=O)Nc1ccc(Oc2ccccc2)cc1)C(=O)O | -11 | 3 | 3 | -6 | 4 | 5 | -1 | 3 | -3 | 0.3
